Source: PubChem BioAssay
OXTR ag = activates the human oxytocin receptor | P30559 | CHO-OTR cells, Fluo-8 calcium fluorescence; normalized: DMSO 0%, oxytocin 100% | activation, % at 3 µM | hit rate 0.32% among 320,000 | AID 2435;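 active means activation above the mean of all tested compounds plus 3 SD, cutoff set per screening run, cut at about 20% in these data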;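 further: peak over basal fluorescence ratio from a 100 s FLIPR kinetic read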
Target sequence (P30559 whole entry, looked up): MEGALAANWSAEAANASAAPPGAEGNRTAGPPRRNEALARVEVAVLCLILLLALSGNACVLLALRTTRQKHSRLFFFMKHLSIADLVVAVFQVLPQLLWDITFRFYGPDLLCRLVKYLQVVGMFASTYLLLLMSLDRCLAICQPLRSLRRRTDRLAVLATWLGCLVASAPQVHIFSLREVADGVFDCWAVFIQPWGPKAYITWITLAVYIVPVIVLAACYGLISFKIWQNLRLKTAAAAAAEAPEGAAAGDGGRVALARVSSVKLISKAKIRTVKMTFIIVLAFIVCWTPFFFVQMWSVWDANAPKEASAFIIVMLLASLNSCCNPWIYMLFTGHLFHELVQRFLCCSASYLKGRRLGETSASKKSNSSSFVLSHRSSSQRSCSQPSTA
M1 antag = antagonists of human M1 muscarinic receptor; P11229; CHO-K1 hM1, Fluo-8 calcium fluorescence, ACh EC80 antagonist; inhibition, % at 3 µM; hit rate 1.3% among 360,000; AID 588852;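 active means percent inhibition above its own plate's cutoff, namely the mean of that plate's compound wells plus 3 SD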;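 further: peak over basal fluorescence ratio during 140 s after agonist addition; 0% = ACh EC80 plus DMSO and 100% = DMSO alone without agonist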
Target sequence (P11229 whole entry, looked up): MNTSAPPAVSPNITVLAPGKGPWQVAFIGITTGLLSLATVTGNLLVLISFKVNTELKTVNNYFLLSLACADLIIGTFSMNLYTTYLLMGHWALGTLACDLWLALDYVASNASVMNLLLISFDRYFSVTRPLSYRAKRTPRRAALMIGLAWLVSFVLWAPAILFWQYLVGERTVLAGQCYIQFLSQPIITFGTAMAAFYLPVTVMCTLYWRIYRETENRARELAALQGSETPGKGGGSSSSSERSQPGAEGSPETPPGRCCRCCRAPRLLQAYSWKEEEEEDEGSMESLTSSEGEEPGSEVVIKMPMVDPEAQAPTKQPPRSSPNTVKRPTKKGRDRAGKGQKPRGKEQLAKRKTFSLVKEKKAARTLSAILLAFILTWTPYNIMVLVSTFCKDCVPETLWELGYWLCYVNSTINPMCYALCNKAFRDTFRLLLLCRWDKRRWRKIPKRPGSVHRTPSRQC
V1R ag counter = counter-screen for oxytocin receptor agonists: human V1a receptor agonists; CHO-V1R cells, Fluo-8 calcium fluorescence, agonist mode; 0% DMSO, 100% 3 nM vasopressin; activation, % at 3 µM; hit rate 0.25% among 320,000; AID 2797;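 active means activation above the mean activation of all tested compounds plus 3 SD, per screening run, cut at about 20% in these data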;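 further: signal is peak over basal fluorescence ratio across a 100 second FLIPR read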
M1 PAM = potentiates human M1 receptor response to acetylcholine; hit rate 0.088% among 360,000; CHO-K1 hM1, Fluo-8 calcium fluorescence, ACh EC20; 0% = ACh EC20, 100% = maximal ACh; P11229; AID 588819; activation, % at 3 µM; in the data active means activation above about 19%, passing the limit was not always enough
CHO parental Ca = counter-screen: ATP calcium response change in parental CHO cells; parental CHO-K1, ATP-induced calcium, Fluo-8 fluorescence; hit rate 0.63% among 330,000; inhibition, % at 5.6 µM;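 active means inhibition above that plate's mean sample inhibition plus 3 SD, cut at about 26% in these data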;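 further: 0% = ATP-challenged DMSO wells and 100% = DMSO wells without ATP; some compounds past the cut are filed as inactive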
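Test system: parental CHO cells; detection: calcium-sensitive Fluo-8 fluorescence; evaluation: percent inhibition of calcium signal; also added: ATP as calcium-mobilizing challenge; repeats: one well per compound; control set: ATP-challenged DMSO wells low, unchallenged DMSO wells high; compound: single nominal dose of 5.6 µM per compound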
TAAR1 antagonist = antagonists of human TAAR1. Q96RJ0. CHO RD-HGA16 TAAR1, Fluo-8 calcium fluorescence, antagonist. inhibition, % at 3 µM. hit rate 1.5% among 360,000. AID 624466;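 active means inhibition above a per-plate cutoff, the mean inhibition of test compounds on that plate plus 3 SD, cut at about 49% in these data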;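 further: 0% = DMSO plus EC80 beta-PEA response and 100% = DMSO alone without agonist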
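Test system: RD-HGA16 CHO cells with stable hTAAR1 and Gα16 / Probe or stimulus: EC80 β-phenethylamine stimulus / Times: seeding 17-24 h prior, 75-min 37 °C, 30-min RT dye loading / Detection: Fluo-8 calcium-sensitive fluorescence / Read-out basis: % inhibition scaled between DMSO and EC80 PEA controls / Repeats: singlicate, one well per test compound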
OXTR potentiator = human OXTR potentiation | P30559 | CHO-OTR cells, Fluo-8 calcium fluorescence, potentiator mode; 0% = oxytocin EC15, 100% = EC100 | activation, % at 3 µM | hit rate 0.061% among 320,000 | AID 2445;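 active means activation above that plate's cutoff, the mean activation of tested compounds plus 3 SD, cut at about 6.6% in these data, passing the limit was not always enough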;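 further: 100% uses oxytocin at 75 nM as the full agonist control; some results filed as inactive read as strong as hits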
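assay system = CHO-OTR cells, human receptor | schedule = compound 6 min at room temperature before oxytocin, 100 s read | detection = Fluo-8 intracellular calcium fluorescence, ex 470-495, em 515-575 nm | evaluation = normalized max/min fluorescence ratio, % activation | control set = EC15 oxytocin alone as 0%, 75 nM oxytocin (EC100) as 100%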
TAAR1 ag = agonists of human TAAR1; CHO RD-HGA16 TAAR1, Fluo-8 calcium fluorescence; vehicle wells 0%, saturating PEA agonist 100%; activation, % at 3 µM; hit rate 0.99% among 360,000; AID 624467;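 active means activation above the mean activation of all test compounds in the run plus 3 SD, cut at about 38% in these data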
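System: CHO RD-HGA16 cells carrying human TAAR1 plus Gα16; Incubation: 17-24 h seeding, 75 min 37 °C dye, 30 min RT; Measured by: Fluo-8 fluorescence, 5 s baseline then 140 s kinetic read; Control set: DMSO and PEA EC100; Replication: single well for each compound.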
M1 ag = activates human CHRM1 receptor; AID 588814; activation, % at 3 µM; CHO-K1 hM1, Fluo-8 calcium fluorescence, agonist mode; 0% DMSO, 100% acetylcholine EC100; P11229; hit rate 0.33% among 360,000;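 active means activation above the run's mean compound activation plus 3 SD, cut at about 16% in these data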;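 further: peak over basal fluorescence ratio within a 140 s kinetic read after compound addition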
Starred values were filed as active, the others as inactive; · = no result given.

SMILES | OXTR ag | M1 antag | V1R ag counter | M1 PAM | CHO parental Ca | TAAR1 antagonist | OXTR potentiator | TAAR1 ag | M1 ag
Nc1ccccc1Sc1c[nH]c2ccccc12 | 3.5 | -11.7 | 1.7 | 9.2 | -8.5 | 5.7 | -9.7 | -0.7 | -1.9
COc1ccccc1C(=O)N1CCN(C(=O)c2oc3c(C)c(C)ccc3c2C)CC1 | · | -8.4 | · | 3.7 | · | 22.9 | · | 5.9 | 0.0
ONc1cccnc1-n1nc(C(F)(F)F)cc1C(F)(F)F | 0.4 | · | 0.8 | · | -8.3 | · | -11.8 | · | ·
Cc1cccc(NC(=O)c2ccc3c(c2)OCCO3)n1 | 0.1 | -10.9 | 1.6 | 0.8 | -1.8 | · | -5.1 | · | -2.9
O=C(c1ccc(F)cc1)C1CCN(S(=O)(=O)c2ccccc2)CC1 | 2.7 | 10.9 | 2.7 | 2.1 | 12.1 | 6.1 | -6.2 | 3.4 | -2.6
CCc1cc2c3c([nH]c2cc1S(=O)(=O)NCCCOC)CC(C)(C)CC3=O | 0.3 | -19.1 | 1.3 | 4.7 | -5.0 | 20.5 | 2.2 | -0.8 | -4.1
Cc1ccc(C(=O)O)cc1NC(=O)c1cccs1 | 0.5 | -1.3 | -0.7 | 2.0 | 19.2 | -8.4 | 0.8 | 16.9 | -3.6
Cn1cc(Br)c(C(=O)Nc2c(F)c(F)c(F)c(F)c2F)n1 | -0.8 | -7.7 | -0.3 | 9.0 | -1.0 | -29.7 | -2.6 | 4.2 | -5.3
CCn1cc(CN2CCC(Oc3ccc(C(=O)N4CCCCC4)cc3)CC2)cn1 | 0.3 | -6.4 | -0.4 | 5.7 | -6.5 | -18.2 | -5.6 | 2.0 | -5.3
CN(CC(=O)NC(=O)NCc1ccccc1)Cc1ccc(Cl)cc1 | -3.2 | -4.3 | -1.5 | -2.8 | -25.1 | -0.7 | 4.1 | -1.0 | -7.6
Cc1ccc(-n2c(C)nc3oc4ccccc4c(=O)c3c2=O)cc1 | -0.9 | -6.8 | -0.8 | 2.9 | -14.4 | -4.9 | -7.5 | 3.6 | -2.9
O=C(Nc1ccc(N2CCCC2)cc1)c1cccc(F)c1 | -1.1 | 2.9 | -1.2 | -5.5 | -9.8 | -1.8 | -1.0 | 1.2 | -6.7
Cc1nc2cc(NC(=O)CCS(=O)(=O)c3ccccc3)ccc2s1 | -0.3 | 3.2 | 0.1 | 3.7 | 1.2 | 7.7 | -7.8 | 2.7 | -2.0
COc1cccc(NC(=O)c2csc3c2CCCC3)c1 | -2.6 | -5.0 | -1.4 | 10.2 | 10.3 | -13.7 | -2.5 | 3.7 | -13.3
C(CNC1C2CC3CC(C2)CC1C3)CN1CCOCC1 (stereo not drawn) | -1.0 | -2.8 | 0.5 | -5.2 | -25.0 | -5.1 | -2.9 | 0.4 | -7.7
O=S(=O)(c1cccc2nsnc12)N1CCN(c2ccccc2F)CC1 | -0.7 | 5.3 | -0.4 | -6.9 | 4.1 | -5.4 | -4.4 | 3.7 | -3.8
O=C(COC(=O)c1ccc(F)c(S(=O)(=O)N2CCOCC2)c1)NC1CC1 | 1.7 | -12.7 | 0.4 | 10.1 | 0.3 | -10.8 | -4.1 | 0.1 | -1.2
CNC(=O)c1nc[nH]c1C(=O)NC | -0.1 | -8.4 | 0.3 | 6.7 | 2.9 | 0.9 | 1.6 | 10.1 | -2.4
Cc1ccc(S(=O)(=O)N(CCCc2c(C)nc[nH]c2=O)c2ccccc2)cc1 | · | 1.4 | · | -5.9 | · | 5.6 | · | 2.5 | -3.6
Cc1cc(C(F)(F)F)nn1CC(=O)NNC(=S)NCC(C)C | 1.4 | 7.6 | 0.5 | -1.8 | -11.9 | -0.8 | 3.2 | 2.4 | -4.0
Cc1cc2nnc(SCC(=O)NCc3cccs3)n2c(N)n1 | -0.2 | -8.7 | 0.0 | 7.6 | -0.8 | 12.9 | -3.5 | 4.5 | -3.4
CCC(=O)Nc1sc2c(c1C(N)=O)CCC2 | -0.7 | -4.5 | -0.9 | -5.5 | -1.4 | -17.2 | 2.9 | 10.7 | -4.5
O=C(NCC1CCCO1)c1ccc2c(c1)N(Cc1ccccc1)CCS2 (stereo not drawn) | 1.1 | 1.9 | 3.1 | -6.1 | -27.8 | -1.7 | -12.8 | 0.7 | -1.6
COc1ccc(OC)c(NC(=O)CSc2ccc(-c3ccco3)nn2)c1 | -1.1 | -16.6 | 1.9 | 7.8 | -16.5 | -15.9 | -0.1 | 0.7 | -2.8
CN(CC(=O)Nc1ccc(Cl)c(C(F)(F)F)c1)C(=O)c1ccc(OCC2CCCO2)cc1 (stereo not drawn) | 6.1 | -1.9 | 8.1 | 8.1 | -9.3 | -5.6 | -12.7 | 15.0 | -0.6
CN(C)S(=O)(=O)c1ccc(C(=O)NCC(c2cccs2)N2CCOCC2)cc1 (stereo not drawn) | -0.3 | 2.9 | -0.2 | 14.2 | -9.7 | -1.2 | 2.7 | 0.7 | 6.4
CC(C)NC(=S)N1CCN(C(c2ccccc2)c2ccccc2)CC1 | -1.8 | 4.1 | -0.9 | -15.7 | -13.2 | 11.7 | 1.2 | 0.3 | -10.3
CS(=O)(=O)N(CC(=O)NCCSC1CCCCC1)c1ccc2c(c1)OCO2 | -0.2 | -26.3 | 2.7 | 14.8 | -8.6 | -25.1 | -13.2 | 4.7 | 11.2
CCOC(=O)c1cnn(-c2cc(C)cc(C)c2)c1N | -1.6 | -10.1 | -0.3 | 3.2 | -8.8 | -14.5 | -2.2 | -1.9 | -3.6
COC(=O)c1ccc(/C=C2/SC(=S)N(CCCC(=O)Nc3ccccn3)C2=O)cc1 | -1.7 | 8.1 | 1.8 | -6.8 | -6.4 | -4.6 | -7.1 | -0.9 | 0.1

Three entries drawn at random from those above, as already listed:
SMILES | OXTR ag | M1 antag | V1R ag counter | M1 PAM | CHO parental Ca | TAAR1 antagonist | OXTR potentiator | TAAR1 ag | M1 ag
Cn1cc(Br)c(C(=O)Nc2c(F)c(F)c(F)c(F)c2F)n1 | -0.8 | -7.7 | -0.3 | 9.0 | -1.0 | -29.7 | -2.6 | 4.2 | -5.3
Cc1ccc(S(=O)(=O)N(CCCc2c(C)nc[nH]c2=O)c2ccccc2)cc1 | · | 1.4 | · | -5.9 | · | 5.6 | · | 2.5 | -3.6
CCOC(=O)c1cnn(-c2cc(C)cc(C)c2)c1N | -1.6 | -10.1 | -0.3 | 3.2 | -8.8 | -14.5 | -2.2 | -1.9 | -3.6

Sorted by value in M1 PAM (rising): three from the list above
smiles,M1 PAM
O=S(=O)(c1cccc2nsnc12)N1CCN(c2ccccc2F)CC1,-6.9
Cc1ccc(S(=O)(=O)N(CCCc2c(C)nc[nH]c2=O)c2ccccc2)cc1,-5.9
CNC(=O)c1nc[nH]c1C(=O)NC,6.7

(further entries)
SMILES | OXTR ag | M1 antag | V1R ag counter | M1 PAM | CHO parental Ca | TAAR1 antagonist | OXTR potentiator | TAAR1 ag | M1 ag
CCSc1nc(N2CCCCC2)c2c(c1C#N)CCCC2 | -0.5 | -8.4 | 0.2 | 6.5 | -0.4 | -19.0 | 0.7 | 3.4 | -2.9
CC(C)(C)N(Cc1ccccc1)C(=O)COC(=O)Cn1cnc2ccccc2c1=O | -0.6 | -14.4 | 1.9 | 10.6 | -15.3 | -8.3 | -17.0 | 6.5 | -1.6
Nn1c(SCC(=O)NC2CCCCC2)nnc1-c1ccccc1 | 0.5 | -6.7 | 0.2 | -2.9 | 4.0 | -0.2 | -8.2 | 1.1 | -3.1
Cc1ccc(C(=O)OCC(=O)N2CC(C)OC(C)C2)cc1 (stereo not drawn) | 1.7 | -8.6 | 0.0 | 2.0 | 5.9 | -24.4 | 0.3 | -0.2 | -2.3
O=C(Cn1nc(-c2ccccc2)c2ccccc2c1=O)NN1CCOCC1 | 0.2 | -7.9 | -2.2 | 10.7 | -6.5 | -20.1 | -4.6 | 0.1 | -1.9
CN(Cc1ccccc1)S(=O)(=O)c1ccc2c(c1)CCC(=O)N2 | 1.8 | -11.8 | 3.0 | 10.6 | -16.1 | 16.2 | -8.6 | 4.3 | -0.6
Cc1ccc(NC(=O)Nc2ccc3c(c2)nc(C)n3C)cc1 | 0.4 | -8.1 | -0.4 | 6.7 | -11.2 | 1.9 | -9.5 | -0.9 | -4.6
O=C(CSCc1c(F)cccc1Cl)NCc1ccco1 | -1.0 | 6.2 | -0.6 | -2.8 | -12.2 | -12.8 | -8.3 | 3.7 | -6.7
CN(C(=O)Nc1cccc([N+](=O)[O-])c1)c1ccccc1 | · | -1.5 | · | -2.9 | · | -5.5 | · | 1.9 | 6.5
N=C1/C(=C\c2ccc(Br)o2)C(=O)N=C2SC(CC(=O)N3CCCCC3)=NN12 | 2.5 | 3.0 | 4.0 | 2.2 | 3.3 | -15.6 | -4.7 | 1.9 | -2.2
CC(C)(C)n1nc2c(c1NC(=O)c1cc(Cl)ccc1[N+](=O)[O-])CS(=O)(=O)C2 | -0.1 | -6.9 | 0.5 | 1.9 | -1.5 | 8.1 | -9.1 | 8.9 | -1.6
CCOC(=O)c1sc(NC(=O)CSc2nc(-c3ccco3)cc(C(F)(F)F)n2)c(C#N)c1C | 0.6 | -25.8 | 0.4 | 5.3 | -1.2 | 1.0 | 6.7 | -1.5 | -1.0
CCOc1ccc(-n2c(=O)c3c4c(sc3n(CC(=O)NCC3CCCO3)c2=O)CCCC4)cc1 (stereo not drawn) | -0.5 | -7.5 | -0.8 | 7.8 | -17.2 | -17.2 | -2.3 | -1.7 | 0.1
O=C(Oc1cc(-c2ccccc2)no1)c1cccc(C(F)(F)F)c1 | 0.9 | -5.5 | -0.3 | 8.0 | -5.8 | -15.5 | -10.8 | -0.6 | -3.4
